MT1-MMP act inh: MT1-MMP (human) activation inhibition; 0.061% of 360,000 active; GFP/RFP ratio change, % at 20 µM; HT1080 RFP-PRO-GFP cells, GFP/RFP ratio fluorescence, overnight; percent of plate control window, DMSO zero;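 active = GFP/RFP ratio change of at least 30% with cell ATP level not reduced by more than half and red fluorescence within 50% of control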; note: strong numbers were not always called active
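Test system: HT1080 cells expressing an RFP-PRO-GFP fluorescent reporter construct / Compound dosing: single-point 20 µM compound, 1% DMSO / Schedule: cells overnight before dosing, compound overnight, 37 °C, 5% CO2 / Evaluation: GFP/RFP fluorescence ratio / Control set: DMSO and RFP-L50D-GFP cell wells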
MsrA inh: inhibits bovine methionine sulfoxide reductase A. purified bovine MsrA, absorbance read-out. inhibition, % at 15.5 µM. 0.75% of 360,000 active. AID 651718; in the data active = inhibition above about 4.5%;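 note: 0% = vehicle wells with enzyme and 100% = reference inhibitor wells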
PABP1 MLLE inh: inhibitors of microRNA-mediated deadenylation, human PABP1 MLLE binding | P11940 | GST-MLLE / FITC-PAM2 fluorescence polarization | inhibition, % at 20 µM | 0.36% of 360,000 active; in the data active = inhibition above about 35%, passing the limit was not always enough;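 note: plate controls were DMSO wells with GST-MLLE for no effect and wells lacking GST-MLLE protein for full effect; some results filed as inactive read as strong as hits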
SKN-1 block: inhibitors of C. elegans SKN-1. C. elegans VP596 Pgst-4::GFP/RFP ratio, acrylamide-induced, 24 h. inhibition, % at 21.8 µM. 0.49% of 360,000 active;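 active = interference check ratio from 0.5 to 1.5 plus GFP to RFP signal ratio inhibition reaching or exceeding a fixed threshold, cut at about 30% in these data, passing the limit was not always enough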; note: some compounds called inactive have numbers as strong as hits
MsrA act: bovine methionine sulfoxide reductase A activation. 0.3% of 360,000 active. activation, % at 10.6 µM. purified bovine MsrA, absorbance read-out; in the data active = activation above about 7.5%;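 note: 0% = vehicle and 100% = reference activator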
TbMetRS inhib: Trypanosoma brucei MetRS inhibition; inhibition, % at 11.9 µM; purified T. brucei MetRS, ATP depletion, Kinase-Glo luminescence; 0.4% of 360,000 active; AID 624268;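 active = inhibition above a per-plate cutoff of the control wells' mean inhibition plus 3 SD, cut at about 5.5% in these data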;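 note: 0% = DMSO wells median and 100% = median of wells with control inhibitor compound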
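Assay system: T. brucei methionyl-tRNA synthetase, purified | Medium: HEPES buffer with MgCl2, KCl, DTT, spermine, BSA, pyrophosphatase | Compound: 11.9 µM single point | Incubation: 15 min enzyme-compound preincubation, 2 h reaction, 10 min detection, 25 °C | Measured by: Kinase-Glo luciferase luminescence reporting remaining unconsumed ATP | Measure: % inhibition normalized to control-well medians | Replication: Singlicate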
CendR NRP1 mod: modulators of CendR peptide binding to human neuropilin-1. inhibition, % at 25 µM. 0.85% of 360,000 active. FAM-RPARPAR peptide binding to NRP-1, fluorescence polarization. O14786;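 active = inhibition or corrected inhibition above about 18%, plus a signal ratio from 0.5 to 1.5, limit read from the data, passing the limit was not always enough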; note: strong numbers were not always called active
E coli Lon inh: E. coli protease La inhibition. P0A9M0. inhibition, % at 7.94 µM. purified E. coli Lon protease, fluorescence polarization. 0.42% of 360,000 active; in the data active = inhibition above about 13%, passing the limit was not always enough;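 note: 0% = enzyme with probe and DMSO and 100% = no enzyme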
Target sequence (P0A9M0 whole entry, looked up): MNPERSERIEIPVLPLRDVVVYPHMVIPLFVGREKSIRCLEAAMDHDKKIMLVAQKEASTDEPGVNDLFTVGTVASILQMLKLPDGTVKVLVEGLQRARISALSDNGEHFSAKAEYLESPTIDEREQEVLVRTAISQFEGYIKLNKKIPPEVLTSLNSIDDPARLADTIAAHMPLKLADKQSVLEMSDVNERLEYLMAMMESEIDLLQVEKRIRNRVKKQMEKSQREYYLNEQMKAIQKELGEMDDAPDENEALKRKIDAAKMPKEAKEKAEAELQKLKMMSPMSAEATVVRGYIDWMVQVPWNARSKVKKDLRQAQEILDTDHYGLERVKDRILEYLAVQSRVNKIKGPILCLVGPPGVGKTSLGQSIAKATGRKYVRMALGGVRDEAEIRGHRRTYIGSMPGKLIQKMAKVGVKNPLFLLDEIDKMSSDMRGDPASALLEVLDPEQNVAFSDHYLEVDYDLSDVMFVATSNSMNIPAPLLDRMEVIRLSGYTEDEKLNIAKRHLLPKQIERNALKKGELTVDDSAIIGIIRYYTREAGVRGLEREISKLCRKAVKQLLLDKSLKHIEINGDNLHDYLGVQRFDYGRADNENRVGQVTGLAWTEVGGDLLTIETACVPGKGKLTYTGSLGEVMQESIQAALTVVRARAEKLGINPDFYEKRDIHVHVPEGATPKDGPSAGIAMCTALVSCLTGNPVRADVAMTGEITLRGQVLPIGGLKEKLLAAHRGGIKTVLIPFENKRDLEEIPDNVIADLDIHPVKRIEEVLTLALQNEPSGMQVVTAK
FAS-TE inh: FAS thioesterase (human) inhibition | recombinant FAS-TE, OMFH fluorogenic substrate, fluorescence endpoint | inhibition, % at 15 µM | 0.67% of 360,000 active | AID 602261;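 active = compounds whose normalised, plate-corrected inhibition of enzyme fluorescence in the single-dose primary screen is 50% or more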;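 note: 0% = DMSO with enzyme and 100% = substrate without enzyme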
An asterisk follows results filed as active; x = not tested or not shown.

SMILES | MT1-MMP act inh | MsrA inh | PABP1 MLLE inh | SKN-1 block | MsrA act | TbMetRS inhib | CendR NRP1 mod | E coli Lon inh | FAS-TE inh
COC(=O)N/N=C/c1ccc(-c2ccc(C)c(Cl)c2)o1 | 1 | 2.4 | 5 | 13 | -5 | 0.3 | 2 | 3 | -3
COCc1cc(C)[nH]c(=O)c1C(=O)NC12CC3CC(CC(C3)C1)C2 | -10 | 0.7 | -7 | 17 | -1 | -0.7 | 4 | 8 | -5
COc1ccc(Cl)cc1C(=O)NNC(=S)NC(=O)c1ccc(F)c(F)c1 | -9 | x | 23 | -2 | -1 | 0.0 | 8 | -4 | 7
C[n+]1ccccc1COc1ccc(C(C)(C)C)cc1 | 0 | -1.3 | 19 | -1 | -3 | -0.9 | -6 | -12 | -2
COc1cc(-c2cc(C(=O)Nc3ccc(N4CCOCC4)cc3)c3ccccc3n2)cc(OC)c1OC | 2 | 1.4 | -5 | 9 | -13 | -0.7 | 3 | 5 | 16
CC(C)(C)c1cc(C(=O)N/N=C/c2ccncc2)n[nH]1 | -1 | -0.3 | -7 | 12 | -4 | -0.2 | -16 | -5 | -4
CCCCN(C(=O)c1ccc(N2CCCC2=O)cc1)c1c(N)n(Cc2ccccc2)c(=O)[nH]c1=O | 8 | -0.1 | -13 | 6 | -1 | -0.4 | 2 | -2 | -5
NC(=O)c1ccc(N2CCCC2)nc1 | 5 | -0.6 | 4 | 2 | 2 | 0.0 | 14 | -11 | -5
O=C(NCC1(c2ccccc2)CCCC1)c1ccc(Br)cc1 | -4 | 0.6 | 9 | -11 | -14 | -0.9 | 14 | -8 | 2
CCCCOC(=O)c1nc[nH]c1C(=O)OCCCC | 5 | -1.0 | -3 | 7 | -1 | -0.4 | -5 | -4 | -2
CCN1CCN(Cc2nc3c(c(=O)[nH]c(=O)n3C)n2Cc2ccccc2Cl)CC1 | -4 | 0.5 | -3 | -1 | -4 | 0.5 | -5 | -10 | -6
COc1cc(/C=C(/C#N)c2nc3ccccc3c(=O)[nH]2)ccc1O | -77 | 2.6 | -178 | 3 | -4 | 0.6 | -194 | -177 | -15
CCC(c1nc2ccccc2[nH]1)n1c(-c2ccnc(Cl)c2)nc2ccccc21 (stereo not drawn) | -7 | -0.6 | x | 18 | x | 0.3 | -2 | x | x
O=C(Nc1ccccc1)Nc1ccc2c(c1)CCC2 | 2 | -0.3 | 11 | -11 | -2 | -0.1 | 13 | 6 | 3
Cc1nnc(N(C)C(=O)c2ccc3c(c2)OCO3)s1 | -2 | 1.1 | 0 | -4 | -7 | -1.2 | 4 | 3 | -6
COc1ccc(N2CCN(C(=O)CSc3nnnn3-c3ccc4c(c3)OCCO4)CC2)cc1 | -7 | -0.2 | -13 | 14 | -3 | 0.3 | 8 | -3 | 16
CCOC(=O)c1ccc(N2Cc3ccccc3C2=NC(=O)c2cccs2)cc1 | -4 | 0.0 | 1 | 6 | -6 | -1.3 | -29 | -13 | 18
CCCCn1c(OC(=S)N(CC)CC)cc(C)nc1=S | 7 | x | -6 | 5 | -2 | -0.6 | -6 | -13 | 6
CC(Sc1nc(N2CCOCC2)nc(N2CCOCC2)n1)C(=O)Nc1ccccc1 (stereo not drawn) | -6 | 1.0 | 11 | 1 | -1 | -0.5 | 2 | -3 | -2
Cc1ccccc1N(C)S(=O)(=O)c1ccc2[nH]cc(C(=O)NCC3CCCO3)c(=O)c2c1 (stereo not drawn) | 3 | x | 4 | 7 | -4 | -0.8 | -1 | -3 | -2
O=C(COC(=O)Cc1ccc([N+](=O)[O-])cc1)NCc1ccc2c(c1)OCO2 | 0 | 0.3 | -7 | 8 | 0 | 0.1 | -1 | 1 | 4
Cc1ccc(C(=O)NCC(=O)N2CCCCCC2)cc1 | -5 | 0.6 | 6 | 17 | -2 | -0.5 | 3 | 4 | -4
O=C(CC1CCC1)Nc1cccc2c([N+](=O)[O-])cccc12 | 8 | 1.5 | 5 | -2 | -10 | -1.2 | -9 | 2 | 2
CCN(CC)c1ccc(Nc2cc3n(c(=O)n2)CCc2cc(OC)c(OC)cc2-3)cc1 | -6 | 3.1 | 4 | 10 | -3 | 0.1 | -67 | -5 | 0
CC12COC3(C(N)=O)CC1CCC32C (stereo not drawn) | -3 | 2.0 | 10 | 4 | -7 | -0.8 | 0 | -1 | -4
CCOC(=O)N1CCC(NC(=O)CN2C(=O)CSc3nc(C)cc(C)c32)CC1 | 2 | 0.7 | 3 | -2 | -10 | -1.0 | -16 | -5 | -3
CC(C)CCOc1ccc(C(=O)NNC(=O)CNC(=O)c2ccccc2F)cc1 | 2 | 0.5 | -15 | 7 | -5 | -0.1 | -8 | 3 | -1
O=C(c1ccco1)N1CCN(S(=O)(=O)c2c(Cl)cccc2Cl)CC1 | -1 | 0.4 | 2 | 22 | -1 | -1.1 | 4 | -13 | -2
O=C(O)C[C@H]1c2ccccc2S(=O)(=O)N1c1ccccc1 | 2 | 1.2 | -2 | -15 | 2 | -0.2 | 0 | -13 | -4
CCOC(=O)[C@@H]1[C@H]2COc3ccccc3[C@@H]2N2C(=O)N(c3ccccc3)C(=O)[C@@]12C | -1 | x | -4 | 9 | -10 | -0.3 | -8 | -4 | -5
Cc1ccc(C(=O)CCC(=O)N2CCC(C(N)=O)CC2)s1 | -3 | -0.1 | 12 | 4 | -3 | -0.2 | 11 | 1 | -5
CCOc1ncccc1C(=O)OCC(=O)c1ccccc1Br | 2 | 0.1 | 7 | -2 | -4 | -0.1 | 5 | 7 | 5
CN(C(=O)c1ccc2c(=O)n3c(nc2c1)CCCCC3)c1ccccc1F | -1 | -0.1 | 5 | 13 | -12 | -0.6 | 1 | 2 | 4
Cc1ccc(C)c(OCCC(=O)NCCc2ccc(S(N)(=O)=O)cc2)c1 | -5 | -0.3 | 5 | -1 | -8 | -0.5 | 11 | -9 | -3
C[C@H](O)[C@@H]1CN2CCc3c([nH]c4ccccc34)[C@@H]2C[C@@H]1N(C)C(=O)Nc1cc(Cl)cc(Cl)c1 | -15 | 0.5 | -47 | 17 | -4 | 29* | -23 | -5 | 17
CSc1nsc(SC)c1C(=O)NCCNS(=O)(=O)c1ccc(C)cc1 | 1 | 0.4 | -39 | -14 | -2 | -0.4 | 3 | -7 | -2
Cc1ccccc1NC(=O)Cc1nc(-c2c[nH]c(C(=O)N3CCCC3)c2)cs1 | 0 | -0.8 | -15 | 0 | -3 | -0.1 | -14 | 1 | -5
CCCCOc1ccc(C(=O)NCC(=O)NNC(=O)c2ccco2)cc1 | 2 | -0.7 | 24 | 9 | -3 | -0.1 | 5 | -10 | -4
CN(C)c1ccc(NC(=O)Nc2ccc3c(c2)c(=O)n(C)n3-c2ccccc2)cc1 | -1 | 0.4 | 0 | 2 | -3 | 0.2 | 12 | 1 | -5
COc1cccc(N/C(SCc2cccc([N+](=O)[O-])c2)=C(/C#N)C(N)=O)c1 | -8 | 2.8 | 34 | -7 | -6 | -0.1 | -5 | 6 | 23
c1cn(CCCNC2CCCCCCC2)cn1 | 6 | -0.9 | 5 | 0 | -5 | -0.5 | -8 | 1 | -7
O=C(Nc1ccccc1)c1ccc(NCc2ccco2)c(S(=O)(=O)N2CCOCC2)c1 | 2 | 0.4 | -3 | -1 | 1 | 0.6 | -6 | -4 | 16
CN1CCN(NS(=O)(=O)c2ccc(Cl)s2)CC1 | 7 | -1.1 | 34 | 9 | 6 | 0.1 | 8 | -12 | -8
O=C(O)CCC(NC(=O)OCc1ccccc1)C(=O)O (stereo not drawn) | 4 | 0.5 | 9 | 6 | 1 | -0.7 | 0 | 5 | -5
c1ccc(C(c2ccccc2)c2ccn[nH]2)cc1 | -4 | 2.1 | -2 | 20 | 1 | 0.0 | 4 | -3 | 0

As entered above:
For SKN-1 block, CC(C)(C)c1cc(C(=O)N/N=C/c2ccncc2)n[nH]1 reads 12
For CendR NRP1 mod, CCCCn1c(OC(=S)N(CC)CC)cc(C)nc1=S reads -6

The main list resumes, repeating the 2 entries before the break.
SMILES | MT1-MMP act inh | MsrA inh | PABP1 MLLE inh | SKN-1 block | MsrA act | TbMetRS inhib | CendR NRP1 mod | E coli Lon inh | FAS-TE inh
O=C(O)CCC(NC(=O)OCc1ccccc1)C(=O)O (stereo not drawn) | 4 | 0.5 | 9 | 6 | 1 | -0.7 | 0 | 5 | -5
c1ccc(C(c2ccccc2)c2ccn[nH]2)cc1 | -4 | 2.1 | -2 | 20 | 1 | 0.0 | 4 | -3 | 0
CC1CSc2nc3sc4c(c3c(=O)n21)CCCC4 (stereo not drawn) | 0 | 2.1 | -30 | -18 | 0 | -1.5 | 2 | -6 | 0
CC(C)(C)Cc1nnc(NC(=O)c2cc(-c3ccccc3)nc3ccccc23)s1 | 1 | -1.4 | 9 | -19 | -2 | -0.2 | -12 | -6 | 18
COc1ccc(/C(C)=N/NC(=O)c2nc(C)cc(C)n2)cc1 | 0 | 1.5 | 12 | -15 | -12 | 0.4 | 18 | 2 | -8
Cc1ccc(C(=O)N2CCN(CCNC(=O)C(=O)Nc3ccc(Cl)cc3)CC2)cc1 | 0 | -0.2 | -1 | -4 | -5 | -0.3 | 7 | 0 | -4
CCOC(=O)c1cc(C#N)c(NCc2ccccc2)nc1C | 2 | -1.0 | 7 | -13 | -4 | -0.3 | 0 | 4 | -3
CC(C)=CCN1CCN(CCCn2cccn2)CC1CCO (stereo not drawn) | 1 | -0.2 | 0 | 15 | -3 | 0.0 | 1 | -9 | -9
CCc1ccc(OCC(=O)O/N=C(\N)c2cccnc2)cc1 | 1 | 0.7 | 0 | -14 | -8 | -0.6 | -4 | 16 | -2
O=C(CSc1ccc2ccccc2c1)NCCc1ccc(O)c(O)c1 | 2 | -0.9 | -18 | -4 | 6 | -0.2 | -7 | 6 | -2
O=C(NCc1ccc2c(c1)OCO2)C(=O)NCC1OCCCN1S(=O)(=O)c1cc(F)ccc1F (stereo not drawn) | -1 | -1.4 | 2 | -18 | -2 | -0.3 | 0 | -4 | -1
CCc1ccccc1Nc1nc(N)nc(COC(=O)c2cccn2C)n1 | 2 | -0.3 | -3 | 22 | -4 | -0.7 | 7 | 3 | -7
CCN1CCN(/C=N/c2nc(C)cs2)CC1 | 4 | 1.8 | 9 | 6 | -1 | 2.1 | -1 | -7 | -4
Cc1cc(C)cc(NC(=O)c2sc3nc(C)cc(C)c3c2N)c1 | 2 | 0.4 | 25 | 2 | -4 | -0.3 | 4 | -4 | 6
COc1ccc(OC)c(C(=O)C2COC(=O)C2)c1 (stereo not drawn) | 14 | 0.3 | 3 | 37* | 2 | -0.2 | 5 | -6 | -6
NC(=O)c1cc(S(=O)(=O)NCCCc2ccco2)cs1 | 3 | -0.3 | -16 | 1 | -1 | -0.4 | 0 | -6 | -2
COc1ccc(NC(=O)CSC2=NC(=O)CC(C)=N2)cc1 | -6 | -0.6 | 5 | 2 | -1 | -0.4 | -1 | 3 | -9
COc1ccccc1CN1CCNC(=O)C1CC(=O)N(C)Cc1nc(C)cs1 (stereo not drawn) | -4 | 0.4 | 16 | 6 | -5 | -0.4 | 2 | 1 | -5
C=CCn1c(SCC(=O)N(CC)C2CCS(=O)(=O)C2)nc2ccccc2c1=O (stereo not drawn) | -1 | -0.7 | -9 | -4 | -2 | -0.4 | -1 | -9 | -3
COc1ccc([N+](=O)[O-])cc1NC(C)C | 0 | 1.8 | -2 | 4 | 2 | -0.1 | 4 | -6 | -4

Compound activity deposited in PubChem by several laboratories.
